TRPC6 act: mouse TRPC6 channel activators, primary screen, cell-based, HEK293, membrane potential dye | Short transient receptor potential channel 6 (Mus musculus), Q61143 | HEK293-TRPC6 membrane potential dye fluorescence; active compounds read high | B-score at 10 µM | 0.13% of 310,000 active | AID 2550, 2010;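 active means B-score of the integrated fluorescence ratio above library mean plus 3 SD, and starting fluorescence ratio within library mean plus 5 SD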;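 further: higher score means more depolarization so channel activation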
Target sequence (Q61143 whole entry, looked up): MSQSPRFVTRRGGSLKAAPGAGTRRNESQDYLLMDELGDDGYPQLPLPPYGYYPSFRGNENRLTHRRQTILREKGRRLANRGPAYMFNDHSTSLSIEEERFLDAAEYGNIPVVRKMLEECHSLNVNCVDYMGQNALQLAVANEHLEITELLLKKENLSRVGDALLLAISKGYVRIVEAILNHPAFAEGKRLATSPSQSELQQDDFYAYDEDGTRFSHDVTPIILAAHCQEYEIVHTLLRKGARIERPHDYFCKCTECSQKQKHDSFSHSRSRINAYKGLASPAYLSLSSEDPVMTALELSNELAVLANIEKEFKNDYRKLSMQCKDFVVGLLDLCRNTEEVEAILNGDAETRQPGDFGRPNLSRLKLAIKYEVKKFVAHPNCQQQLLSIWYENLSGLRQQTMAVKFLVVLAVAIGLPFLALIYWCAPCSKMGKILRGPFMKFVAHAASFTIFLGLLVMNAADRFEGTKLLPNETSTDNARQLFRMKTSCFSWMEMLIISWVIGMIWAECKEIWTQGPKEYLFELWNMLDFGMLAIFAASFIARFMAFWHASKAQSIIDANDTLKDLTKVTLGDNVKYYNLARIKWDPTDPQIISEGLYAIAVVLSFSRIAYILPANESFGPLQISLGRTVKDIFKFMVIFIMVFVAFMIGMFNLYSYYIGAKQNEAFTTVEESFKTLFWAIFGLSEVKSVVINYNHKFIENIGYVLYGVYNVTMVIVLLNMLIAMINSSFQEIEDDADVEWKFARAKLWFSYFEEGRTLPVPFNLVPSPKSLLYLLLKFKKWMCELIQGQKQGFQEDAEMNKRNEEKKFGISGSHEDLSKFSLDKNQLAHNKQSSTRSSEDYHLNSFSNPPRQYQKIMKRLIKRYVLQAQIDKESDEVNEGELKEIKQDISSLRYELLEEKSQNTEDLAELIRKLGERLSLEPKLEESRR
RGS4 pot: RGS4 potentiators or activators, primary screen, cell-based, HEK293 M3R inducible RGS4, calcium flux | carbachol calcium flux Fluo4; active compounds read low | B-score at 10 µM | 0.92% of 310,000 active;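 active means B-score of the integrated calcium signal more than 4 SD below the library mean, with starting fluorescence not abnormally high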;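 further: negative B-score means reduced calcium response which marks RGS4 activation or potentiation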
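test system = HEK293 cells with stable M3R and inducible RGS4 | schedule = recording 10 s baseline at 1 Hz, 100 s post-agonist | technique = Fluo4-AM (2 µM) calcium-flux fluorescence, kinetic read | measure = Agonist-evoked peak-minus-minimum fluorescence over baseline, integrated ratio, B score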
Platelet DG rel: inhibitors of platelet dense granule secretion, primary screen, cell-based, MLPCN, human platelets; human platelet-rich plasma, SFLLRN dense granule ATP release, luminescence; inhibition, %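 (compounds screened at 7.5 µM in platelet-rich plasma)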; 0.22% of 300,000 active;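 active means mean replicate score, as percent of positive control, at or above 50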
MrgX1 ag: agonists of human MrgX1 receptor, primary screen, HEK293 cells, Fluo-4 calcium flux | B-score at 10 µM | Fluo-4 calcium fluorescence, agonist mode; active compounds read high | 0.44% of 310,000 active;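 active means calcium response B-score plate-corrected fluorescence ratio at least 3 library SD, with starting fluorescence B-score inside 5 SD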
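Material: HEK293 cells stably expressing human MrgX1 receptor | Quantity: 15,000 cells per well | Times: Cells plated overnight, dye loaded 0.5 h 37 °C, 0.5 h room temperature | Measured by: Kinetic Fluo-4 NW fluorescence of intracellular calcium | Control set: Positive and negative controls per plate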
RGS4 inh: RGS4 inhibitors, primary screen, cell-based, HEK293 M3R inducible RGS4, calcium flux. Regulator of G-protein signaling 4 (Homo sapiens), P49798. Fluo-4 calcium flux; active compounds read high; triggered by carbachol at its EC20. B-score at 10 µM. 0.45% of 310,000 active. AID 463165, 2010;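 active means B-score, a plate-corrected calcium signal, over three deviations above library mean, with baseline fluorescence within five deviations of library mean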;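 further: RGS4 expression induced by doxycycline in cells with stable M3 receptor; B-score is computed from the integrated fluorescence ratio over baseline after carbachol; higher B-score means a larger calcium signal and so more RGS4 inhibition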
TRPC6 inh: mouse TRPC6 channel inhibitors, primary screen, cell-based, HEK293, membrane potential dye | AID 2553, 2010 | ACh-evoked depolarization; active compounds read low | B-score at 10 µM | 1.1% of 310,000 active;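 active means B-score under library mean minus 3 SD, initial fluorescence not abnormally high, positive integrated signal ratio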;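 further: B-score derived from integrated fluorescence ratio over the kinetic read; more negative B-score means stronger inhibition of depolarization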
SKKanGAS inh: S. pyogenes SKKanGAS growth inhibitors in kanamycin, primary screen, streptokinase expression inhibitor project, SKKanGAS strain, BacTiter-Glo luminescence. AID 1662, 2009. 1.3% of 300,000 active. inhibition, % at 7.5 µM. 6 h;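 active means mean replicate score, as percent of positive control median, at least 50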;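 further: strain carries kanamycin resistance gene driven by streptokinase promoter and grows in 40 µg/ml kanamycin; loss of luminescence reflects streptokinase promoter inhibition or plain growth inhibition; 0% = median of DMSO wells and 100% = positive control at its reference dose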
HIF act: HIF pathway transcriptional activators, primary screen, cell-based, U2OS HRE-luciferase, luminescence | 0.32% of 300,000 active | U2OS HRE-luciferase reporter; normalized: DMSO 0%, desferrioxamine 100% | activation, % at 7.5 µM (by protocol) | AID 1910, 2009;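 active means mean activation of at least 10% of the iron chelator positive control signal, with at least half of replicates also reaching 10%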
MrgX1 PAM: positive allosteric modulators of MrgX1, primary screen, HEK293 cells, Fluo-4 calcium flux. FDSS; active compounds read high. B-score at 10 µM. 0.63% of 310,000 active. AID 588675, 2011;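 active means plate-corrected calcium response at least 3 library SD above typical, normal starting fluorescence, not activating the receptor alone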;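 further: compound read alongside a low EC10 to EC30 dose of BAM8-22 agonist; peak minus trough fluorescence over baseline measured at the second addition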
MrgX1 antag: antagonists of human MrgX1 receptor, primary screen, HEK293 cells, Fluo-4 calcium flux. AID 588676, 2011. BAM8-22 antagonism; active compounds read low. 1.3% of 310,000 active. Mas-related G-protein coupled receptor member X1 (Homo sapiens), Q96LB2. B-score at 10 µM;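 active means calcium-response B-score plate-corrected more than 3 library SD below zero, starting fluorescence within 5 deviations, no agonist response on first addition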;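 further: peak minus trough fluorescence over baseline after final BAM8-22 challenge near maximal dose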
TRPC4 block: inhibitors of mouse TRPC4 channel, primary screen, Fluo4 calcium, HEK293 TRPC4beta/mu-opioid cells | Short transient receptor potential channel 4 (Mus musculus), Q9QUQ5 | DAMGO-evoked Fluo4 calcium flux; active compounds read low | B-score at 10 µM | 0.39% of 300,000 active | AID 2247, 2010;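 active means B-score over 3 SD under the library average, no early fluorescence shift, positive overall ratio signal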
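Assay system: HEK293 cells with stable TRPC4beta plus mu-opioid receptor expression. Dosing: single dose. Measured by: Fluo4 Ca2+ flux fluorescence. Also added: DAMGO in two steps, submaximal then maximal. Read-out: B score from integrated Fluo4 fluorescence ratio.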
Active calls of the source: *; i = inactive; . = not tested or not shown. An excerpt; rates above refer to the full screens.

Screens in order: TRPC6 act	RGS4 pot	Platelet DG rel	MrgX1 ag	RGS4 inh	TRPC6 inh	SKKanGAS inh	HIF act	MrgX1 PAM	MrgX1 antag	TRPC4 block
O=C1NC(=O)C2(Cc3ccccc3N3CCCC32)C(=O)N1c1ccc(Cl)cc1 (stereo not drawn)
→ i	i	-4.8	i	i	i	.	0.4	i	i	i
O=C(CN1CC=C(c2ccccc2)CC1)NC(=O)NC1CCCCC1
→ i	i	.	i	i	i	.	.	i	i	i
CCOC(=O)c1nc2ccccc2c(=O)n1-c1ccc(C)cc1C
→ i	i	-1.8	i	i	i	-3.3	-0.3	i	i	i
CCOC(=O)C1C2NC(=O)N(Cc3ccccc3)C1(C)Oc1c(OC)cccc12 (stereo not drawn)
→ i	i	21.9	i	i	i	6.0	-0.4	i	i	i
CCN1CCN(CC(c2ccccc2)c2ccccc2)CC1
→ i	-7.02*	-0.6	i	i	i	5.1	-0.2	i	i	i
CCOP(=O)(C#Cc1ccccc1)C(O)c1ccc(Br)cc1 (stereo not drawn)
→ i	i	-0.3	i	i	i	0.0	0.3	16.8*	i	i
CCCC(C)n1[nH]c(=O)c2c1NC(=O)CSC2c1ccccc1 (stereo not drawn)
→ i	i	1.7	i	i	i	-8.8	-0.3	i	i	i
Cc1cccc(CN2CCN(c3ccc(Cl)cc3)CC2)c1
→ i	i	12.5	i	i	i	-2.3	-0.3	i	i	i
CCCCCCC(=O)c1c(O)n(-c2ccccc2OC)c(=O)[nH]c1=O (tested in a mixture with another compound)
→ i	i	-12.5	i	i	i	4.4	-0.1	i	i	i
Cc1cc(Br)ccc1N1C(=O)CC(=O)NC1=O
→ i	i	-3.6	i	i	i	5.6	1.1	i	i	i
CN1CCN(c2c(F)cc([N+](=O)[O-])c(N)c2Br)CC1
→ i	i	-9.9	i	i	i	2.1	1.2	i	i	i
COCCN(C(=O)COC(=O)Cc1ccccc1)c1c(N)n(Cc2ccccc2)c(=O)[nH]c1=O
→ i	i	-2.7	i	i	i	-7.4	0.2	i	i	i
CN(C)c1ccc(/C=C2/C(=N\O)C3CCN2CC3)cc1
→ i	i	-5.7	i	i	i	3.6	0.1	i	i	i
CCCN1CCCC(C(=O)c2cc(C)c(OC)c(C)c2)C1 (stereo not drawn)
→ i	i	17.3	i	i	i	17.0	0.5	i	i	i
C=CCn1c(O)c(C(C)=NCCN2CCOCC2)c(=O)[nH]c1=O
→ i	i	3.7	i	i	i	-8.2	-0.2	i	i	i
CCc1c(-c2ccccc2)nc2ccccc2c1C(=O)N1CCC2(CC1)OCCO2
→ i	i	-5.6	i	i	i	0.3	-0.1	i	i	i
S=C1NC2(CCCCC2)NC12CCCCC2
→ i	i	15.1	i	i	i	1.2	0.2	i	i	i
CCC(C)n1c(O)c(C=NCc2cccnc2)c(=O)[nH]c1=S (stereo not drawn)
→ i	i	3.0	i	i	i	-0.2	-0.3	i	i	i
Cc1nn(Cc2ccccc2)c(C)c1C(=O)OCC(=O)Nc1ccccc1SCC#N
→ i	i	4.5	i	i	i	4.8	-0.5	i	i	i
COc1cccc(OCc2cc(C(=O)N3C[C@H]4C[C@@H](C3)c3cccc(=O)n3C4)no2)c1
→ i	i	-1.4	.	i	i	2.6	1.8	.	.	i

Carrying on.
Screens in order: TRPC6 act	RGS4 pot	Platelet DG rel	MrgX1 ag	RGS4 inh	TRPC6 inh	SKKanGAS inh	HIF act	MrgX1 PAM	MrgX1 antag	TRPC4 block
O=C(CCCOc1ccc(Cl)cc1Cl)N1CCC2(CC1)OCCO2
→ i	i	-17.6	i	i	i	-0.5	1.2	i	i	i
CC(C)(C)NC(=O)NC(=O)CN1CC=C(c2ccccc2)CC1
→ i	i	-1.5	i	i	i	.	-0.3	i	i	i
CCOP(=O)(OCC)C(C)(C)NC(=O)C(Cl)(Cl)Cl
→ i	i	7.6	i	i	i	-2.8	-0.5	i	i	i
CCC(C)OC(=O)c1c(N)n(Cc2cccs2)c2nc3ccccc3nc12 (stereo not drawn)
→ i	i	7.2	i	i	i	8.6	-0.3	i	i	i
[N-]=[N+]=NCc1cn2cccnc2n1
→ i	i	7.5	i	i	i	-6.1	-0.3	i	i	i
Cc1cc(NC(=O)CCC(=O)N2CCC3(CC2)OCCO3)no1
→ i	i	-0.6	i	i	i	-14.5	-0.3	i	i	i
Cc1ccc(-n2c(O)c(C=Nc3ccc(S(=O)(=O)N(C)C)cc3)c(=O)[nH]c2=O)cc1
→ i	i	1.0	i	i	i	3.7	-0.2	i	i	i
CC(=NCc1cccnc1)c1c(O)n(-c2ccccc2C)c(=O)[nH]c1=O
→ i	i	-0.9	i	i	i	-2.0	-0.6	i	i	i
O=C(c1cccn2c(=O)c3cc(Br)ccc3nc12)N1CCC2(CC1)OCCO2
→ i	i	11.5	i	i	i	-1.2	0.1	i	i	i
Cc1c2cnn(CC(=O)N3CCC4(CC3)OCCO4)c(=O)c2c(C)n1Cc1ccc(F)cc1
→ i	i	-2.3	i	i	i	-1.8	-0.2	i	i	i
Cc1cc(OCC(=O)NCC(O)c2ccccc2)c2c3c(c(=O)oc2c1)CCCC3 (stereo not drawn)
→ i	i	12.4	i	i	i	9.4	-0.6	i	i	i
Cc1ccccc1-n1c(O)c(/C=N/Nc2nc3c(c(=O)n(C)c(=O)n3C)n2C)c(=O)[nH]c1=S
→ i	i	16.2	i	i	i	3.3	0.0	i	i	i
Cc1cccc(-n2c(O)c(/C=C/C=Nc3ccccc3)c(=O)[nH]c2=O)c1
→ i	i	-0.1	i	i	i	12.5	0.1	i	i	i
CCc1ccc2c(CN3CC=C(c4ccccc4)CC3)cc(=O)oc2c1
→ i	i	-6.5	i	i	i	5.1	-1.1	i	i	i
CCCCn1c(=O)c(C(=O)NC(C)c2ccccc2)c(O)c2ccccc21 (stereo not drawn)
→ i	i	0.2	i	i	i	30.0	-0.6	9.07*	i	i
Cc1c(C=O)c2ccccc2n1Cc1ccc(F)cc1
→ i	i	-10.6	i	i	i	-15.5	0.1	i	i	i
CC(=O)c1cccc(OCC(O)CN2CC=C(c3ccccc3)CC2)c1 (stereo not drawn)
→ i	i	-9.3	i	i	i	-13.8	0.3	i	i	i
O=c1[nH]c(=S)n(-c2ccccc2Cl)c(O)c1C=NCCN1CCNCC1
→ i	i	0.0	i	i	i	-2.0	-2.8	i	i	i
Cc1nc2ccccc2c(=O)n1-c1cccnc1
→ i	i	2.2	i	i	i	5.9	-0.3	i	i	i
Cc1ccc2c(c1)N(N=O)CCC2
→ i	i	3.0	i	i	i	-3.3	-0.2	i	i	i

The list goes on:
Screens in order: TRPC6 act	RGS4 pot	Platelet DG rel	MrgX1 ag	RGS4 inh	TRPC6 inh	SKKanGAS inh	HIF act	MrgX1 PAM	MrgX1 antag	TRPC4 block
CC12CN3CC(C)(CN(C1)C3c1ccco1)C2=O (stereo not drawn)
→ i	i	-3.9	i	i	i	1.3	0.2	i	i	i
CN1CCc2nc3sc(C(=O)NC(C)(C)C)c(N)c3cc2C1
→ i	i	1.1	i	i	i	-5.9	1.3	i	i	i
COc1ccc(-n2c(O)c(C(C)=NCC3CCCO3)c(=O)[nH]c2=O)cc1 (stereo not drawn)
→ i	i	-1.5	i	i	i	-8.1	0.2	i	i	i
CC(=NCc1ccco1)c1c(O)n(-c2ccc(Cl)cc2)c(=O)[nH]c1=O
→ i	i	-7.6	i	i	i	-5.5	0.0	i	i	i
O=P(O)(O)/C=C(\Cl)c1ccccc1
→ i	i	-1.1	i	i	i	-0.8	-0.1	i	i	i
COc1ccc(OCC(=O)N2CCCC(N3CCN(c4ccccc4C)CC3)C2)cc1 (stereo not drawn)
→ i	i	5.3	i	i	i	1.5	-0.6	i	i	i
O/N=C1\CCC2CN(C3CCCCC3)CC2C1 (stereo not drawn)
→ i	i	25.8	i	i	i	-2.9	0.0	i	i	i
CCCCCCn1c(O)c(C=NCCN2CCOCC2)c(=O)[nH]c1=O
→ i	i	-0.2	i	i	i	4.2	0.0	i	i	i
C=CCn1c(O)c(C(CC)=Nc2ccc3c(c2)CCC3)c(=O)[nH]c1=O
→ i	i	0.3	i	i	i	37.9	0.3	i	i	i
CC(=O)Nc1ccccc1C(=O)OCc1ccc(C(=O)c2ccccc2)cc1
→ i	i	1.4	i	i	i	-8.8	-0.1	i	i	i
O/N=C1/C(=C\c2ccccc2)N2CCC1CC2
→ i	i	9.3	i	i	i	-0.3	-0.3	i	i	i
C1=C(c2ccccc2)CCNC1
→ i	i	5.3	i	i	i	17.3	-0.4	i	i	i
CCOP(=O)(OCC)C(O)c1ccc(OC)c(OC)c1 (stereo not drawn)
→ i	i	11.0	i	i	i	-4.3	-0.2	i	i	i
O=c1[nH]c(=S)n(C2CC2)c(O)c1C=Nc1cccc(C(F)(F)F)c1
→ i	i	0.8	i	i	i	-0.9	0.0	i	i	i
C(=NC12CN3CN(CN(C3)C1)C2)c1cccs1
→ i	i	1.9	i	i	i	-2.1	.	i	i	i
CC1OC(NCCc2ccccc2)C(O)C(O)C1O (stereo not drawn)
→ i	i	-9.4	i	i	i	10.2	-0.2	i	i	i
CC(C)c1ccc(-n2c(O)c(C=NCCN3CCNCC3)c(=O)[nH]c2=S)cc1
→ i	i	7.2	i	i	i	1.5	0.2	i	i	i
CC(C)C12CN3CCN(CC(C3)C1O)C2 (stereo not drawn)
→ i	i	-2.5	i	i	i	-0.7	0.4	i	i	i
CCOC(=O)C1CCN(/C=C2\C(=O)NC(=S)N(CC)C2=O)CC1
→ i	i	9.7	i	i	i	-9.1	-0.1	i	i	i
COc1ccc(C2NCc3ccc4c(c3-n3cccc32)OCO4)cc1O (stereo not drawn)
→ i	i	14.9	i	i	i	-2.5	-0.5	i	i	i

Source: PubChem BioAssay
